D2 ag = D2 dopamine receptor (human) agonism; AID 485358; 340,000 tested, 0.53% active; activation, % at 2 µM; HEK293 T-REx D2 cells, calcium flux agonist mode;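 active = activation over 3 SD above normal in the single-dose calcium agonist read, cut at about 30% in these data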; note: 0% is about no effect
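Agonism is scored from calcium flux in a force-coupled, inducible HEK293 cell line expressing D2, read kinetically for 180 s after compound addition against dopamine controls.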
Pin1 inh = blocks the human prolyl isomerase Pin1 | Q13526 | Pin1 FP peptide displacement, HiFluor488, 10 min | Potency, µM (highest dose often 115 µM), without a hit: top-dose activity, negative = inhibition, most hits filed as inhibitors | 390,000 tested, 0.009% active | AID 504891; active = well fitted inhibition curve with a large enough effect in the polarisation, with a control signal flat, not every such curve was filed as active; inconclusive = small, poorly fitted or top-dose-only effect, or effect the other way, or a change in a side signal; inactive = no such curve, though single readings can be large or run the other way; the % refers to the polarisation; note: potency is the fitted concentration of half-maximal effect; % is set by controls: 0 for no effect and ±100 for the full control effect
Target sequence (Q13526 whole entry, looked up): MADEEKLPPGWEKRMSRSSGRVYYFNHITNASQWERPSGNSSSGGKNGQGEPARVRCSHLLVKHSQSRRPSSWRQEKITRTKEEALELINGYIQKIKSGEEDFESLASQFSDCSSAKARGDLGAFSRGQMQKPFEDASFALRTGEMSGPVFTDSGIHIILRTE
D2 antag = antagonizes the human D2 dopamine receptor | AID 485344 | inhibition, % at 10 µM | HEK293 TREx D2 cells, calcium flux, dopamine EC80 | P14416 | 340,000 tested, 2% active; in the data active = inhibition above about 30%; note: 0% is about no effect
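Overnight-induced (tetracycline, 30 C) HEK293 T-REx cells carrying force-coupled D2 receive a no-wash calcium dye, then compound, then EC80 dopamine at 180 s; signals are read kinetically throughout.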
USP1-UAF1 inh = USP1/UAF1 (human) deubiquitinase inhibition. AID 743255. O94782. Potency, µM (highest dose often 57.1 µM), for inactives: at the highest dose activity change, negative = inhibition, usual class: inhibitors. 390,000 tested, 0.23% active. recombinant USP1/UAF1, Ub-Rhodamine cleavage fluorescence; note: potency is the fitted concentration of half-maximal effect; % is set by controls: 0 for no effect and ±100 for the full control effect; nearly all actives have a fitted effect of over 60% in size; inactives centre near -12
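Step one: compound is pinned into 1nM USP1/UAF1 in HEPES pH 7.8 buffer with TCEP. Step two: 15 min room-temperature incubation. Step three: Ub-Rho (150nM final) starts cleavage, tracked by fluorescence over six one-minute reads.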
TrxR1 substrate = rat thioredoxin reductase 1 substrate activity | O89049 | purified TrxR1 substrate turnover, NADPH consumption readout | Potency, µM (highest dose often 114 µM), without a hit: at the highest dose activity change, negative = substrate turnover | 390,000 tested, 0.01% active | AID 588456; note: potency is the fitted concentration of half-maximal effect; % is set by controls: 0 for no effect and ±100 for the full control effect; nearly all actives have a fitted effect of over 50% in size
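Rat TrxR1, dispensed at 90 nM, was prereduced with 400 uM NADPH (final) for 5 min at ~22 deg C, then incubated with compound 15 min before 400 uM selenite. A first-read NADPH fluorescence drop versus no-compound background flagged substrates.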
TRHR enhancer = TRH receptor (human) allosteric enhancement. P34981. 360,000 tested, 0.66% active. TRHR cells, fluo-8 calcium fluorescence, EC20 TRH enhancement. enhancement, % at 2 µM; in the data active = enhancement above about 30%; note: 0% is about no effect
Target sequence (P34981 whole entry, looked up): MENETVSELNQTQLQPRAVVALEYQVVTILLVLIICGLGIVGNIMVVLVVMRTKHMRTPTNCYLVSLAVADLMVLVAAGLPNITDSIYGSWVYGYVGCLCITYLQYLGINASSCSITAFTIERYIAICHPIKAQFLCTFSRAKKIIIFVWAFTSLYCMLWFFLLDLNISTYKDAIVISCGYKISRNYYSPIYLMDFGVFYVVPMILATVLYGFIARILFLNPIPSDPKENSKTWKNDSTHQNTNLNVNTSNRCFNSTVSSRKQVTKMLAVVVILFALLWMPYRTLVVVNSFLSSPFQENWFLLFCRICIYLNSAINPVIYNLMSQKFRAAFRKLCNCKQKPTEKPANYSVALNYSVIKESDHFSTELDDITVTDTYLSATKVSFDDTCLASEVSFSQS
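TRHR-expressing cells loaded with fluo-8 calcium dye were read kinetically (ex 480/em 530) during compound addition, then stimulated with an EC20 of TRH (10 nM final). Enhancement of the Gq-mediated intracellular calcium response was scored.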
rTrxR1 inhibitor = rat TrxR1 inhibition; AID 588453; Potency, µM (highest dose often 114 µM), for inactives: at the top dose activity change, negative = inhibition, hits mostly inhibitors; recombinant rTrxR1, NADPH fluorescence consumption, selenite substrate; 390,000 tested, 1% active; O89049; note: potency is the fitted concentration of half-maximal effect; % is set by controls: 0 for no effect and ±100 for the full control effect; nearly all actives have a fitted effect of over 65% in size
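Rat TrxR1 (90 nM in the dispensed reagent) was pre-reduced with 400 uM NADPH for 5 min at room temperature, then incubated with compound for 15 min. After 400 uM selenite was added, NADPH fluorescence (Ex 340/Em 450 nm) was followed for 8 min.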
TRHR ag = agonists of human TRH receptor. 360,000 tested, 0.18% active. TRHR cells, calcium flux fluo-8, FDSS agonist mode. activation, % at 2 µM. P34981; in the data active = activation above about 30%; note: 0% is about no effect
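TRHR-expressing cells loaded with fluo-8 calcium dye; 23 nL library compound pin-transferred, kinetic FDSS fluorescence (Ex 480/Em 530) recorded about 180 s for agonist-induced calcium release, before a 10 nM TRH EC20 addition for potentiator mode.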
mIDH1 inhibitor = blocks human mutant IDH1 R132H enzyme; IDH1-R132H enzyme, NADPH consumption, diaphorase/resazurin fluorescence; AID 602179; Potency, µM (series often up to 76.6 µM), for the others: at the highest dose activity change, negative = inhibition, actives largely listed as inhibitors; 390,000 tested, 0.093% active; O75874; note: potency is the fitted concentration of half-maximal effect; % is set by controls: 0 for no effect and ±100 for the full control effect; nearly all actives have a fitted effect of over 65% in size
Target sequence (O75874 whole entry R132H, stated change not applied): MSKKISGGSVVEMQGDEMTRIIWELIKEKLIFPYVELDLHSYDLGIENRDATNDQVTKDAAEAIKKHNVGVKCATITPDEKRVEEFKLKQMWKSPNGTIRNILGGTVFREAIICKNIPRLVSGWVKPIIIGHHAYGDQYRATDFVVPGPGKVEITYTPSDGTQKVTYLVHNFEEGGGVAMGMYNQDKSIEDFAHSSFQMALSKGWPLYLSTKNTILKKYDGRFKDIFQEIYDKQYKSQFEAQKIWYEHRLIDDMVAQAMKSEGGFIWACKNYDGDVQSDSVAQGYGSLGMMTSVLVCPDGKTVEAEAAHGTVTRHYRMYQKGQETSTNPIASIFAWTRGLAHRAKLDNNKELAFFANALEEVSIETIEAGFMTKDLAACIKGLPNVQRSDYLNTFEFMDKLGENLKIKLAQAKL
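IDH1-R132H (0.5 ug/mL) preincubated 30 min with compound, then NADPH (0.016 mM) and alpha-KG (2 mM) added; 80 min at RT, pH 7.5. Remaining NADPH coupled via diaphorase/resazurin to fluorescence (540/590 nm); concentration-response curves normalized to no-enzyme control.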
Numbers without * were called inactive; u = inconclusive; x = not tested or not shown; [ ] = remark or other dose. Unless noted, calls come from the whole dose curve; as a rule, active = well fitted inhibition curve with a large enough effect; inconclusive = small, poorly fitted or top-dose-only effect; inactive = no such curve, though single readings can be large or run the other way. Not all compounds are listed; rates above refer to the full screens.

Codes – A = D2 ag; B = Pin1 inh; C = D2 antag; D = USP1-UAF1 inh; E = TrxR1 substrate; F = TRHR enhancer; G = rTrxR1 inhibitor; H = TRHR ag; I = mIDH1 inhibitor
CC[C@@H](C)[C@@H]1CN([C@@H](CN2CCC[C@H]2CN2C(N)=NC[C@H]2CC(C)C)C(C)C)C(=N)N1CCc1ccc(Cl)c(Cl)c1
  A: x | B: -5.9% | C: x | D: -7.8% | E: -8.1% | F: x | G: -0.9% | H: x | I: -3.8%
Cc1ccc(C)c(N(C)C(=O)C2CCN(S(=O)(=O)c3cccc4nsnc34)CC2)c1
  A: 0.3 | B: -4.7% | C: x | D: -25.5% | E: -4.7% | F: -12.6 | G: -8.4% | H: -0.4 | I: -8.5%
O=C(Nc1cccc(Cl)c1)C1CCN(C(=O)c2cccs2)CC1
  A: 0.3 | B: -6.9% | C: 2.9 | D: -11.5% | E: 7.1% | F: 1.9 | G: 19.1% | H: -0.6 | I: -0.5%
C=CCNC(=S)Nc1ccc2cn[nH]c2c1
  A: 0.5 | B: -1.9% | C: -10.1 | D: 3.6% | E: 1.2% | F: 6.1 | G: -3.6% | H: -0.2 | I: 4.4%
COC(=O)c1sccc1NC(=O)CSc1nnnn1-c1ccccc1C
  A: -0.9 | B: 0.3% | C: -8.6 | D: -25.4% | E: 0.7% | F: 1.6 | G: 6.0% | H: -1.4 | I: 1.3%
CCCCCCC(=O)N/N=C/c1ccco1
  A: -0.2 | B: -0.3% | C: -1.0 | D: -14.9% | E: -1.4% | F: 1.6 | G: u | H: 0.4 | I: 0.7%
COc1cccc(N=c2oc3c(C)ncc(CO)c3cc2C(=O)Nc2ccccc2OC)c1
  A: -0.1 | B: x | C: 7.8 | D: x | E: x | F: 9.9 | G: x | H: 0.7 | I: x
O=C(O)c1ccc(S(=O)(=O)N2CCC(Cc3ccccc3)CC2)cc1
  A: 0.3 | B: -5.9% | C: -6.6 | D: -17.6% | E: -11.6% | F: 7.3 | G: -10.7% | H: 0.8 | I: -3.3%
O=S1(=O)OCCC(c2ccccc2)N1Cc1ccccc1 (stereo not drawn)
  A: -0.1 | B: -3.1% | C: 9.4 | D: -25.4% | E: 5.7%[57.1 µM] | F: -2.6 | G: 10.6%[57.1 µM] | H: -1.0 | I: -9.0%
O=C(COc1nncc2ccccc12)Nc1c(F)c(F)c(F)c(F)c1F
  A: 1.8 | B: 1.0% | C: -4.9 | D: -19.4% | E: 8.4%[57.1 µM] | F: 2.0 | G: 16.5%[57.1 µM] | H: 0.0 | I: 11.6%
Clc1cccc(N=NN2CCOCC2)c1Cl
  A: 1.0 | B: -3.9% | C: -2.3 | D: -22.2% | E: 0.1% | F: 13.7 | G: 26.8% | H: -0.2 | I: -4.0%
Cc1ccc(Nc2ccc(C(N)=O)cc2[N+](=O)[O-])cc1
  A: -1.8 | B: -2.8% | C: 10.4 | D: -6.7% | E: -10.0% | F: 9.9 | G: -3.6% | H: 0.0 | I: 9.8%
O=[N+]([O-])c1cc(S(=O)(=O)NC2=NCCCCC2)ccc1NCC1CCCCC1
  A: -0.5 | B: 2.7% | C: 2.6 | D: -9.0% | E: -1.3% | F: -3.5 | G: 12.2% | H: -0.7 | I: 3.4%
Cc1cccc(-c2nc(CCNC(=O)Cc3ccc(F)cc3)cs2)c1
  A: 0.3 | B: -7.1% | C: x | D: -24.4% | E: -1.5%[57.1 µM] | F: -4.0 | G: 7.6%[57.1 µM] | H: -0.9 | I: -13.9%
CC(C)(C)NC(=O)CSc1nnnn1C(C)(C)C
  A: 0.8 | B: 3.9% | C: -9.2 | D: -7.1% | E: -3.6% | F: -2.9 | G: -11.4% | H: 0.2 | I: -1.7%
CN1CCN(C(=S)c2cn(Cc3cccc(F)c3)c3ccccc23)CC1
  A: -0.4 | B: -8.9% | C: -13.7 | D: -11.3% | E: -3.4% | F: -10.0 | G: 8.7% | H: -0.2 | I: -14.5%
COC(=O)c1[nH]c2ccc(Cl)cc2c1NC(=O)c1ccccc1[N+](=O)[O-]
  A: 0.1 | B: -4.2% | C: -10.5 | D: -21.8% | E: -5.0% | F: -9.1 | G: 0.7% | H: -0.3 | I: -1.8%
O=C(CN(CC1CCCO1)C(=O)CNS(=O)(=O)c1ccc(Cl)cc1)NC1CCCC1 (stereo not drawn)
  A: 3.1 | B: -2.7% | C: -11.1 | D: -15.9% | E: -2.1% | F: -8.6 | G: -3.0% | H: 1.0 | I: -12.5%
Cc1cc(/C=C2\NC(=S)N(C)C2=O)ccc1N1CCCC1
  A: 69.3* | B: u | C: 41.7* | D: u | E: 0.9% | F: 32.4* | G: 7.1% | H: 141.9* | I: 0.8%
CCOc1ccc(-c2nnc(NC(=O)CCCOc3cccc(C)c3)o2)cc1
  A: 0.0 | B: 5.7% | C: -10.6 | D: -14.2% | E: 6.4% | F: 1.6 | G: 20.8% | H: -0.4 | I: -2.1%
CCOc1ccccc1Nc1cc(C)c2cccc(C)c2n1
  A: -1.7 | B: -5.5% | C: 11.3 | D: -15.0% | E: 10.4% | F: 25.2 | G: -0.6% | H: -1.7 | I: -10.1%
Cc1cc(C)n(-c2ccc([N+](=O)[O-])cc2-c2nn[nH]n2)n1
  A: 0.2 | B: -4.5% | C: -5.7 | D: -14.9% | E: -4.6% | F: -5.3 | G: -12.8% | H: 0.9 | I: 0.4%
CC1CC(=O)c2cn3c(nc2C1)nc1ccccc13 (stereo not drawn)
  A: 0.7 | B: 3.3% | C: -9.7 | D: -7.0% | E: -0.1% | F: 4.8 | G: 0.7% | H: 0.2 | I: 8.6%
CCCS(=O)(=O)N1CCCC(C(=O)N2CCN(C(=O)OCC)CC2)C1 (stereo not drawn)
  A: -0.4 | B: -0.4% | C: -13.6 | D: 4.2% | E: 11.7%[57.1 µM] | F: -4.9 | G: 15.7%[57.1 µM] | H: 0.2 | I: -1.7%
CN(C)c1ccc(N=Nc2ccccc2C(=O)OCC(=O)NC2CCCC2)cc1
  A: 1.5 | B: u | C: -2.8 | D: -24.0% | E: -14.7% | F: 2.2 | G: -12.3% | H: -0.2 | I: 4.3%

Grouped by structure: the entries above containing fluorine (3)
Codes – A = D2 ag; B = Pin1 inh; C = D2 antag; D = USP1-UAF1 inh; E = TrxR1 substrate; F = TRHR enhancer; G = rTrxR1 inhibitor; H = TRHR ag; I = mIDH1 inhibitor
O=C(COc1nncc2ccccc12)Nc1c(F)c(F)c(F)c(F)c1F
  A: 1.8 | B: 1.0% | C: -4.9 | D: -19.4% | E: 8.4%[57.1 µM] | F: 2.0 | G: 16.5%[57.1 µM] | H: 0.0 | I: 11.6%
Cc1cccc(-c2nc(CCNC(=O)Cc3ccc(F)cc3)cs2)c1
  A: 0.3 | B: -7.1% | C: x | D: -24.4% | E: -1.5%[57.1 µM] | F: -4.0 | G: 7.6%[57.1 µM] | H: -0.9 | I: -13.9%
CN1CCN(C(=S)c2cn(Cc3cccc(F)c3)c3ccccc23)CC1
  A: -0.4 | B: -8.9% | C: -13.7 | D: -11.3% | E: -3.4% | F: -10.0 | G: 8.7% | H: -0.2 | I: -14.5%

Next part
Codes – A = D2 ag; B = Pin1 inh; C = D2 antag; D = USP1-UAF1 inh; E = TrxR1 substrate; F = TRHR enhancer; G = rTrxR1 inhibitor; H = TRHR ag; I = mIDH1 inhibitor
COc1ccc2[nH]c(C(=O)O)c(NC(=O)c3ccccc3[N+](=O)[O-])c2c1
  A: 1.1 | B: 2.3% | C: 2.7 | D: -17.5% | E: -1.4% | F: -0.9 | G: 4.9% | H: 0.5 | I: 12.1%
Cc1cccc(NC(=S)NNc2ncc(C(F)(F)F)cc2Cl)c1
  A: 3.6 | B: 4.9% | C: 5.3 | D: -17.0% | E: -7.9% | F: -2.5 | G: -14.3% | H: 0.9 | I: -1.0%
Nc1nonc1-n1nnc(C(=O)N/N=C/c2ccc(F)cc2)c1-c1ccc2c(c1)OCO2
  A: x | B: -0.2% | C: x | D: -10.5% | E: -4.2% | F: 4.5 | G: -7.3% | H: 0.1 | I: 0.0%
CCn1c(C)nc2cc(S(=O)(=O)C(F)F)ccc21
  A: 0.6 | B: -9.8% | C: 10.0 | D: -3.5% | E: 7.0% | F: 7.7 | G: 23.3% | H: -0.4 | I: 4.7%
COc1cc(Cl)c(C)cc1NC(=O)CN1CCCCCC1
  A: -1.9 | B: 1.0% | C: -13.7 | D: -9.0% | E: 2.5% | F: -0.5 | G: 14.8% | H: 0.3 | I: 4.3%
Cc1ccccc1CSc1nc2[nH]ncc2c(=O)[nH]1
  A: 2.2 | B: 0.5% | C: 9.0 | D: -5.5% | E: -2.4% | F: -3.0 | G: 24.1% | H: 0.0 | I: 7.6%
O=C(CN1CCN(Cc2ccccc2)CC1)NC(=O)NC1CCCCC1
  A: 0.3 | B: -1.6% | C: -3.7 | D: -2.6% | E: -0.5% | F: 19.3 | G: 2.3%[57.1 µM] | H: -0.2 | I: 0.7%
CN(Cc1nnc(SCC(=O)NCCc2ccccc2)n1C)S(=O)(=O)c1ccccc1
  A: 0.3 | B: -6.9% | C: -9.9 | D: -11.4% | E: -6.8% | F: -2.2 | G: -3.4% | H: -0.1 | I: -1.8%
COCc1cc(=O)[nH]c(SCC(=O)c2ccccc2)n1
  A: 0.4 | B: 0.6% | C: -0.4 | D: -6.9% | E: -19.8%[57.1 µM] | F: -4.3 | G: 9.7%[57.1 µM] | H: 0.1 | I: 2.8%
Cc1ccc(OCc2ccc(C(=O)O)o2)cc1C
  A: -0.4 | B: 1.8% | C: 16.9 | D: -1.1% | E: -19.3% | F: 3.3 | G: -28.2% | H: -0.3 | I: -0.7%
Cc1ccc(S(=O)(=O)N2CCN(C(=O)CCn3cncn3)CC2)cc1C
  A: 0.3 | B: -2.1% | C: -4.0 | D: -17.0% | E: -15.1%[57.1 µM] | F: 18.0 | G: 22.6%[57.1 µM] | H: -0.2 | I: 4.6%
CCOc1ccc(NC(=O)Cn2c(=O)n(CC3CCC(C(=O)NCCc4ccccc4)CC3)c(=O)c3ccccc32)cc1 (stereo not drawn)
  A: 0.3 | B: -0.5% | C: x | D: -9.2% | E: -6.0% | F: 2.6 | G: -6.1% | H: 0.1 | I: -3.7%
